Screens from PubChem.
NOD1 NF-kB reporter = NOD1 signaling inhibitors, primary screen, cell-based, luminescence, uHTS (AID 1578) | NOD1-driven NF-kB luciferase reporter cells, luminescence; higher % means a stronger effect | inhibition, % at 4 µM, or EC50 in µM where a hit was titrated | 290,000 compounds, 1% hits; in the data active = inhibition mostly above about 36%, no sharp cut-off; inactive = mostly below about 34%;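 note: HEK-293T reporter cells stimulated with the NOD1 agonist gamma-tri-DAP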
Myeloid diff MLP = compounds promoting myeloid differentiation | ER-HoxA9 myeloid progenitors, lysozyme-GFP differentiation, flow cytometry | calls only at 10 µM | 360,000 compounds, 1% hits;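 active = normalized GFP-positive differentiation at or above the plate's own cutoff, the solvent-only control mean plus 3 SD; inconclusive = no clear call, values can overlap the other calls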;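 note: cells exposed to compound for four days before flow analysis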
KOR beta-arrestin-1 = kappa opioid receptor activators – cell-based, luminescence, uHTS, primary screen (AID 1777); KOR beta-arrestin recruitment, luminescence; higher % means a stronger effect; activation, % at 10 µM; hits with a dose series show EC50 in µM; 280,000 compounds, 0.02% hits; in the data active = activation above about 50%, passing the limit was not always enough; note: a part of the inactive calls stands beside numbers as strong as those of hits
LYP phosphatase = inhibitors of LYP phosphatase, biochemical, fluorescence intensity, uHTS (AID 1779); inhibition, % at 11.5 µM, or IC50 in µM where a hit was titrated; 290,000 compounds, 0.054% hits; recombinant LYP phosphatase, fluorescence intensity; higher % means a stronger effect;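 note: plate controls were vehicle with enzyme for no effect and no enzyme for full effect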
HIV fusion peptide = cell-free HIV fusion peptide-binding blockers – biochemical, uHTS, fluorescence dequenching, primary screen (AID 1986); 290,000 compounds, 0.3% hits; inhibition, % at 20 µM, or IC50 in µM where a hit was titrated; cell-free peptide binding, fluorescence dequenching, 30 min; higher % means a stronger effect; in the data active = inhibition mostly above about 52%, no sharp cut-off; inactive = mostly below about 76%; note: some results filed as inactive read as strong as hits
Salmonella PhoP GFP = inhibitors of PhoP regulon expression, primary screen, Salmonella Typhimurium, GFP reporter (AID 1863); S. Typhimurium PhoP-regulated promoter GFP reporter, 4 h; higher % means a stronger effect; inhibition, % at 50 µM; hits with a dose series show IC50 in µM; 300,000 compounds, 0.16% hits;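 active = inhibition over 29.93%, a cutoff 3 SD above the screen mean, later confirmed by dose response; inconclusive = inhibition over 29.93% but no dose response follow-up; inactive = inhibition at most 29.93% or unconfirmed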;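 note: 0% = low Mg2+ inducing control and 100% = high Mg2+ repressing control; strong numbers were not always called active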
Siah-1 displacement = blockers of Siah-1 interaction with plectin peptide – biochemical, fluorescence polarization, rhodamine-plectin, uHTS, primary screen (AID 1817); 290,000 compounds, 0.02% hits; one-dose displacement, % at 20 µM; IC50 in µM for titrated hits; Siah-1 / rhodamine-plectin peptide fluorescence polarization; higher % means a stronger effect;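 active = displacement of at least 50% at 20 µM, with a fluorescence ratio check between 0.3 and a set limit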;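 note: plate controls were Siah plus tracer with DMSO for no effect and tracer alone without Siah for full effect; strong numbers were not always called active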
KOR beta-arrestin-2 = kappa opioid receptor blockers – cell-based, luminescence, uHTS (AID 1778) | KOR beta-arrestin recruitment, luminescence, antagonist mode; higher % means a stronger effect | one-dose inhibition, % at 10 µM; IC50 in µM for titrated hits | 290,000 compounds, 0.091% hits; note: strong numbers were not always called active
NOD2 inhibition = inhibition of NOD2-driven NF-kB reporter – cell-based, luminescence, uHTS, HEK293 (AID 1566); HEK293 NOD2/NF-kB luciferase reporter, luminescence; higher % means a stronger effect; one-dose inhibition, % at 4 µM; EC50 in µM for titrated hits; 290,000 compounds, 0.63% hits; note: many of its hits are not listed in these tables
Myeloid diff MLP GFP+ MAC1+ % = also measured in Myeloid diff MLP; calls as there; GFP+ MAC1+ double positive, %; measured here: differentiation confirmed by MAC1 staining
Starred values were filed as active, the others as inactive; i = inactive; ? = inconclusive; nt = not tested or not shown; [ ] = dose if it differs, or a comment. Cut-off read from the data, not from the text of the source, unless noted: active = inhibition above about 50%; inactive = the rest. Some of the compounds tested; rates above refer to the full screens.

SMILES	NOD1 NF-kB reporter	Myeloid diff MLP	Myeloid diff MLP GFP+ MAC1+ %	KOR beta-arrestin-1	LYP phosphatase	HIV fusion peptide	Salmonella PhoP GFP	Siah-1 displacement	KOR beta-arrestin-2	NOD2 inhibition
O=C(CSc1nnc(Cn2c(=O)sc3ccccc32)n1-c1ccccc1)Nc1nccs1	-8%	i	5.9	-2.1%	-5%	0.8%	4%	1%	-20%	4%
c1ccc(-c2nnc(SCC3CCCCO3)nc2-c2ccccc2)cc1 (stereo not drawn)	-33%	i	0.4	2.2%	2%	-0.3%	-9%	12%	-8%	26%
CCNC(=O)NC(=O)COC(=O)CCc1nc(=O)c2ccccc2n1C	3%	i	0.2	-1.2%	-3%	-0.3%	4%	-6%	-42%	-2%
Cc1cc(C)c(S(=O)(=O)Nc2ncn[nH]2)c(C)c1	-35%	i	0.7	1.5%	-2%	1.8%	-5%	7%	-12%	10%
Cc1ccc(S(=O)(=O)N2CCC(Oc3cccc(C(F)(F)F)c3)CC2)cc1	-1%	i	1.0	-1.0%	5%	-1.4%	-6%	7%	-14%	5%
CC(C)c1nc2sc3c(c2c(=O)o1)CCCC3	3%	i	1.0	10%	-9%	19%	1%	-3%	8%	7%
O=C(c1ccc(=O)oc1)N1CCN(c2ccc(F)cc2)CC1	6%	i	0.8	1.9%	-12%	-0.6%	10%	2%	-23%	14%
CC(=O)Nc1cc2c(cc1[N+](=O)[O-])OCCO2	-18%	i	0.4	-1.3%	-4%	-0.4%	-1%	-3%	-17%	14%
COC(=O)C1=NN(C(=O)c2ccccc2)C(C)(O)C1 (stereo not drawn)	8%	i	0.6	-0.3%	-5%	-2.1%	1%	-1%	-3%	2%
CC(NC(=O)COC(=O)c1cc([N+](=O)[O-])ccc1N1CCOCC1)c1ccccc1 (stereo not drawn)	-16%	i	1.3	0.8%	-10%	-1.1%	-3%	-1%	6%	11%
CCOC(=O)c1sc(=S)n(C)c1NC(=O)c1ccccc1Cl	-11%	i	1.1	-2.7%	6%	-2.4%	14%	3%	16%	-3%
Cc1sc2nc(C3CC3)nc(N3CCN(C(=O)c4ccccc4F)CC3)c2c1C	17%	i	3.8	-2.5%	0%	1.7%	2%	3%	4%	30%
N#C/C(=C\c1ccccc1)C(=O)OCC(=O)N1CCCC1	-39%	i	0.6	1.4%	0%	-1.7%	-5%	-4%	12%	1%
COc1ccc(Br)c(C(=O)Nc2ccc(F)cc2)c1	-10%	i	0.7	-1.9%	-4%	0.2%	-1%	-1%	-8%	3%
COc1ccc(O)c(/C=N/NC(=O)CN2CCS(=O)(=O)CC2)c1	-12%	i	0.5	7.5%	-8%	2.0%	-4%	2%	2%	-12%
CCOc1ccc(/C=N/NC(=O)CNC(=O)c2ccc(S(=O)(=O)N3CCOCC3)cc2)cc1	-46%	i	0.2	-4.0%	-4%	1.6%	-7%	6%	-15%	-8%
OC(COCc1ccc(Cl)cc1)CN1CCN(c2ccccn2)CC1 (stereo not drawn)	-20%	i	0.5	-5.9%	-9%	0.8%	1%	-1%	16%	8%
CN(Cc1ccccc1)C(=O)CCCn1c(=O)c2cccn2c2cccnc21	21%	i	1.3	4.1%	-11%	-2.5%	-2%	5%	-12%	18%
COc1ccc(CNC(=S)N/N=C(\C)c2ccc(OC)cc2)cc1	5%	i	0.5	-2.2%	7%	1.8%	-2%	1%	-6%	-1%
CCOC(=O)c1cc(C#N)c(N2CCN(C(=O)c3cccc(C(F)(F)F)c3)CC2)nc1C(F)(F)F	6%	i	0.9	1.8%	8%	0.9%	-10%	14%	11%	22%
O=C(CN1CCN(Cc2ccccc2Cl)C1=O)N1CCCCCC1	-4%	i	0.8	-2.5%	-7%	-1.7%	14%	2%	-16%	14%
O=C(NCc1cccs1)C1CCCN1C(=O)NC1CCCCC1 (stereo not drawn)	-8%	i	0.3	-2.1%	-7%	1.2%	-7%	5%	6%	15%
CCOc1ccc(NC2C=CS(=O)(=O)C2)cc1 (stereo not drawn)	-34%	i	0.6	-0.1%	0%	20%	1%	-5%	-8%	-18%
CCc1ccc(CNC(=O)C2CC(=O)N(CCc3ccc(C)cc3)C2)cc1 (stereo not drawn)	6%	i	4.6	-2.0%	-1%	0.7%	-4%	-3%	-12%	0%
CC1(C)C2CCC1(CS(=O)(=O)Nc1cccc(S(N)(=O)=O)c1)C(=O)C2 (stereo not drawn)	-8%	i	0.4	-4.8%	-6%	-1.6%	-2%	-1%	-6%	9%
O=C1OC(C(=O)Nc2nccs2)Cc2ccccc21 (stereo not drawn)	-14%	i	0.9	1.1%	1%	1.8%	-6%	1%	16%	-3%
C=CCn1c(SCC(=O)c2[nH]c(C)c(C(C)=O)c2C)nnc1-c1ccncc1	15%	i	0.4	-3.5%	2%	-2.9%	-2%	-9%	-23%	10%
CCc1ccc(C(C(=O)NC2CCCC2)N(CCOC)C(=O)CCC(=O)Nc2cc(C)on2)cc1 (stereo not drawn)	15%	?	nt	2.8%	-13%	1.5%	-2%	-3%	-34%	-6%
CCn1cc(C(=O)N(C)Cc2ccc(OC(F)F)cc2)c(=O)c2ccc(C)nc21	-6%	i	0.6	-1.3%	-6%	0.7%	-1%	9%	-1%	13%
Cn1c(CNC(=O)C(Cc2ccccc2)NC(=O)c2ccccc2)cc(=O)n(C)c1=O (stereo not drawn)	40%	i	0.7	-1.3%	-12%	-0.7%	9%	-5%	-6%	-17%
C=CCn1c(=O)[nH]c2cc(C(=O)N3CCN(c4cc(C)ccc4C)CC3)ccc2c1=O	-3%	i	1.7	-4.6%	-3%	7.1%	0%	3%	-5%	13%
CCc1c(C)sc(NC(=S)NC(C)C2CCCO2)c1C(=O)OC (stereo not drawn)	-20%	i	0.4	-3.0%	5%	-1.8%	-3%	5%	-9%	12%
Cc1nc(CS(=O)(=O)c2ccccn2)sc1C(=O)NNC(=O)c1ccccc1	-4%	i	0.4	5.0%	-6%	0.3%	-15%	-2%	-33%	22%
CCCc1cc(=O)oc2c(C)c(OCC(=O)Nc3ccccn3)ccc12	-52%	?	nt	4.1%	-6%	6.4%	0%	17%	-28%	-22%
Oc1ccc(Cl)cc1CNc1cnc2ccccc2c1	-14%	i	0.6	-0.4%	-6%	0.2%	13%	15%	9%	0%
O=C(NCC1CCCCC1)c1cc([N+](=O)[O-])ccc1N1CCOCC1	-16%	i	2.2	-3.7%	2%	-0.9%	-9%	2%	3%	11%

Another view of some results above.
| SMILES | NOD1 NF-kB reporter | Myeloid diff MLP | Myeloid diff MLP GFP+ MAC1+ % | KOR beta-arrestin-1 | LYP phosphatase | HIV fusion peptide | Salmonella PhoP GFP | Siah-1 displacement | KOR beta-arrestin-2 | NOD2 inhibition |
| --- | --- | --- | --- | --- | --- | --- | --- | --- | --- | --- |
| CCOC(=O)c1cc(C#N)c(N2CCN(C(=O)c3cccc(C(F)(F)F)c3)CC2)nc1C(F)(F)F | 6% | i | 0.9 | 1.8% | 8% | 0.9% | -10% | 14% | 11% | 22% |
| O=C(CN1CCN(Cc2ccccc2Cl)C1=O)N1CCCCCC1 | -4% | i | 0.8 | -2.5% | -7% | -1.7% | 14% | 2% | -16% | 14% |
| O=C(NCc1cccs1)C1CCCN1C(=O)NC1CCCCC1 (stereo not drawn) | -8% | i | 0.3 | -2.1% | -7% | 1.2% | -7% | 5% | 6% | 15% |
| CCOc1ccc(NC2C=CS(=O)(=O)C2)cc1 (stereo not drawn) | -34% | i | 0.6 | -0.1% | 0% | 20% | 1% | -5% | -8% | -18% |
| CCc1ccc(CNC(=O)C2CC(=O)N(CCc3ccc(C)cc3)C2)cc1 (stereo not drawn) | 6% | i | 4.6 | -2.0% | -1% | 0.7% | -4% | -3% | -12% | 0% |
| CC1(C)C2CCC1(CS(=O)(=O)Nc1cccc(S(N)(=O)=O)c1)C(=O)C2 (stereo not drawn) | -8% | i | 0.4 | -4.8% | -6% | -1.6% | -2% | -1% | -6% | 9% |
| O=C1OC(C(=O)Nc2nccs2)Cc2ccccc21 (stereo not drawn) | -14% | i | 0.9 | 1.1% | 1% | 1.8% | -6% | 1% | 16% | -3% |
| C=CCn1c(SCC(=O)c2[nH]c(C)c(C(C)=O)c2C)nnc1-c1ccncc1 | 15% | i | 0.4 | -3.5% | 2% | -2.9% | -2% | -9% | -23% | 10% |
| CCc1ccc(C(C(=O)NC2CCCC2)N(CCOC)C(=O)CCC(=O)Nc2cc(C)on2)cc1 (stereo not drawn) | 15% | ? | nt | 2.8% | -13% | 1.5% | -2% | -3% | -34% | -6% |
| CCn1cc(C(=O)N(C)Cc2ccc(OC(F)F)cc2)c(=O)c2ccc(C)nc21 | -6% | i | 0.6 | -1.3% | -6% | 0.7% | -1% | 9% | -1% | 13% |
| Cn1c(CNC(=O)C(Cc2ccccc2)NC(=O)c2ccccc2)cc(=O)n(C)c1=O (stereo not drawn) | 40% | i | 0.7 | -1.3% | -12% | -0.7% | 9% | -5% | -6% | -17% |
| C=CCn1c(=O)[nH]c2cc(C(=O)N3CCN(c4cc(C)ccc4C)CC3)ccc2c1=O | -3% | i | 1.7 | -4.6% | -3% | 7.1% | 0% | 3% | -5% | 13% |

(list continues)
SMILES	NOD1 NF-kB reporter	Myeloid diff MLP	Myeloid diff MLP GFP+ MAC1+ %	KOR beta-arrestin-1	LYP phosphatase	HIV fusion peptide	Salmonella PhoP GFP	Siah-1 displacement	KOR beta-arrestin-2	NOD2 inhibition
CCN(CC)S(=O)(=O)c1cccc(-c2cn3cc(C)ccc3n2)c1	-17%	i	0.1	0.4%	0%	0.8%	16%	0%	16%	-5%
O=c1[nH]c(-[n+]2ccccc2)c(/C=N/N=C(\[O-])c2ccccc2)s1	-9%	i	0.5	5.6%	10%	1.5%	-3%	-3%	-30%	8%
O=C(NC(=S)Nc1ccc(Cl)cc1Cl)C1CC1	-75%	i	0.9	2.8%	-6%	0.0%	-5%	2%	0%	-45%
O=c1c2cc3c(nc2[nH]c(=S)n1-c1ccccc1)CCCC3	-4%	i	0.5	-1.0%	-11%	1.7%	-6%	16%	1%	12%
CC(C)c1ccc(NC(=O)C2CCN(S(=O)(=O)c3ccc4c(c3)NC(=O)CO4)CC2)cc1	35%	i	0.6	2.4%	-6%	-2.4%	-4%	-3%	-23%	17%
O=C(/C=C/c1ccccc1)Nc1cccc(S(=O)(=O)Nc2ccccc2F)c1	1%	i	0.8	2.1%	4%	3.5%	17%	-1%	-2%	-6%
CCCOC(=O)c1ccc(NC(=O)C2CCCO2)cc1 (stereo not drawn)	-35%	i	0.6	0.0%	-1%	2.8%	0%	1%	20%	-33%
CSc1ccc(Cl)c(C(=O)NC2CCCC2)c1	-25%	i	0.3	0.4%	-1%	-2.0%	1%	4%	24%	-5%
O=c1cc(CSc2nc3ccccc3c(=O)[nH]2)c2ccc(O)cc2o1	23%	i	0.7	-3.3%	-11%	12%	3%	2%	-20%[20 µM]	70%*
